L3MBTL1 inh: inhibitors of human L3MBTL1. Q9Y468. AlphaScreen L3MBTL1–H3K9me1 peptide binding. Potency, µM (titrated, usually from 57.1 µM), for inactives: top-dose activity, negative = inhibition, most hits filed as inhibitors. actives 0.66% (n = 230,000). AID 485360; also: nearly all actives have a fitted effect of over 60% in size
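First, the protein-peptide complex forms for 30 min at room temperature (L3MBTL1 50 nM, biotinylated H3K9me1 peptide 75 nM). Next, compounds are pin-transferred and incubated 30 min. Finally, AlphaScreen beads are added and read after 30 min.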
TR SRC2 fluor cs: counter-screen for TRb-SRC2 inhibitors: fluorescence interference; actives 0.29% (n = 280,000); AID 1479; TRb/SRC2 Texas Red total fluorescence interference; Potency, µM (series often up to 106 µM), inactives show at the top dose fluorescence change, negative = quenching; active = well fitted curve in either direction with a large enough effect; inconclusive = small, poorly fitted or top-dose-only effect
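Human TRβ ligand-binding domain (0.6 uM) and Texas Red SRC2 peptide (20 nM) in Tris buffer with 1 uM T3 and 5% DMSO were incubated with pinned compound for 5 hr at ambient temperature. Total fluorescence was computed as S + 2P (555/632 nm).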
GoLoco inh red: blocks human Gai1 binding to RGS12 GoLoco peptide, red readout; P63096; Gai1:RGS12 GoLoco peptide FP, rhodamine, 10 min; Potency, µM (series often up to 61.6 µM), inactives show at the top dose activity, negative = inhibition, actives largely listed as inhibitors; actives 0.44% (n = 230,000); AID 880; active = well fitted inhibition curve with a large enough effect, not every such curve was filed as active; inactive = no such curve, though single readings can be large or run the other way; also: nearly all actives have a fitted effect of over 30% in size; many of its hits are not listed in these tables
Target sequence (P63096 whole entry, looked up): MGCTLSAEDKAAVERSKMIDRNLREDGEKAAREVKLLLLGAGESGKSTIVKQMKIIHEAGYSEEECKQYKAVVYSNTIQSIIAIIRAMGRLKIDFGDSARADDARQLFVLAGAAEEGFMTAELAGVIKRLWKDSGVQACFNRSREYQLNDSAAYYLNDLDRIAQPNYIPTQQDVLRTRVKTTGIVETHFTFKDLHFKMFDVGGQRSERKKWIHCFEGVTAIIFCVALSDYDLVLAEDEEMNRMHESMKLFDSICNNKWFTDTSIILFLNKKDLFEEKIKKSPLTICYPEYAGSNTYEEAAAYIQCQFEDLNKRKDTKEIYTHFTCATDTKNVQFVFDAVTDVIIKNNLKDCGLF
aGlu spleen mod: inhibitors or activators of human alpha-glucosidase in spleen homogenate | actives 0.006% (n = 240,000) | P10253 | Potency, µM (top dose mostly 79.9 µM), inactives show at the top dose activity change, negative = inhibition, actives largely listed as inhibitors | AID 2112 | human spleen homogenate, 4-MU-alpha-glucoside fluorescence;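 also: 0% = enzyme with vehicle and -100% = no enzyme basal signal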
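Enzyme source: human spleen homogenate, 1 ug/well. Buffer 50 mM citric acid/K phosphate pH 5.0, 0.01% Tween-20. 4-MU-alpha-glucoside 1 mM; 37 C x 40 min; NaOH/glycine stop; fluorescence.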
RECQ1 inh: inhibitors of human RECQ1 DNA helicase. P46063. actives 0.54% (n = 240,000). AID 2549. RECQ1 DNA unwinding, red fluorescence kinetic read. Potency, µM (titrated, usually from 57.3 µM), without a hit: at the top dose activity, negative = inhibition, usual class: inhibitors;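 also: plate controls were vehicle for no effect and no enzyme for full effect; nearly all actives have a fitted effect of over 30% in size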
Target sequence (P46063 whole entry, looked up): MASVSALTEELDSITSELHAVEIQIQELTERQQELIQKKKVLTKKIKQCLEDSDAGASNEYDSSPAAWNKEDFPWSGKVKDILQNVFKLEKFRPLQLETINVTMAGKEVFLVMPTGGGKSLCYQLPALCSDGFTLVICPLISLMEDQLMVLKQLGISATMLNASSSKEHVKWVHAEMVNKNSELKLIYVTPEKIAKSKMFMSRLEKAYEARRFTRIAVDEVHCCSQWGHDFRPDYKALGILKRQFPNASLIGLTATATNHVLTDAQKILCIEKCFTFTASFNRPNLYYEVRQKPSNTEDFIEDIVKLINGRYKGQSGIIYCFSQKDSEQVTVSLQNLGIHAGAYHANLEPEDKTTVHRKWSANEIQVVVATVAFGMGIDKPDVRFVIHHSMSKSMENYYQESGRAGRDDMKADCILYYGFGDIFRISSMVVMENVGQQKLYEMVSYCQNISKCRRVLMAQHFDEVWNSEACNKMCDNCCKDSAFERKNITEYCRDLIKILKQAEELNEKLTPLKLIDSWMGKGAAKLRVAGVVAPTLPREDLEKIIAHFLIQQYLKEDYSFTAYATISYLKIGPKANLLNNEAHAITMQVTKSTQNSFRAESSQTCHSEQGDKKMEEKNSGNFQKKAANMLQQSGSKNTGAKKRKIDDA
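50 nM RECQ1T1 preincubated 15 min with compound in Tris pH 8.0 buffer with MgCl2, DTT, Tween-20 and 2.5 ug/ml poly(dI-dC); started with 200 nM TAMRA/BHQ-2 forked duplex and 2 mM ATP. Unwinding read as fluorescence (525/598 nm), two reads 2 h apart.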
GAA glycogen: GAA glycogen-cleavage inhibition or activation. P10253. recombinant GAA, glycogen substrate, Amplex Red glucose oxidase fluorescence. Potency, µM (highest dose often 76.4 µM), for inactives: at the top dose activity change, negative = inhibition, actives largely listed as inhibitors. actives 0.38% (n = 300,000);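 also: 0% = full enzyme reaction and -100% = no-enzyme basal signal; the screen sought inhibitors and activators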
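Recombinant enzyme (4 nM final) with compounds titrated up to 77 uM and bovine liver glycogen (30 ug) in citrate pH 5.0, 0.01% Tween-20, 37 C 40 min. Released glucose detected by Amplex Red/glucose oxidase (Ex 573/Em 610); AC50 from Hill fits.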
TRb SRC2 PPI: TRbeta-SRC2 interaction inhibition | P10828 | TRbeta-SRC2 peptide binding, fluorescence polarization; receptor liganded with 1 µM T3 | Potency, µM (titrated, usually from 106 µM), for inactives: at the highest dose activity change, negative = inhibition, most hits filed as inhibitors | actives 0.065% (n = 280,000) | AID 1469;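 also: plate controls were bound peptide for no effect and peptide without receptor for full effect; nearly all actives have a fitted effect of over 50% in size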
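Decrease in fluorescence polarization of 20 nM Texas Red SRC2 coactivator peptide flagged inhibition of its binding to 0.6 uM TRb LBD; 1 uM T3 included, incubation 5 hr, ex 555/em 632 nm.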
GAA inh: inhibitors of human lysosomal alpha-glucosidase; actives 0.005% (n = 200,000); Potency, µM (top dose mostly 76.9 µM), inactives show at the top dose activity change, negative = inhibition, hits mostly inhibitors; AID 1466; purified human GAA, 4-MU-alpha-glucoside fluorescence;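 also: plate controls were uninhibited enzyme wells for no effect and no-enzyme background for full effect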
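Compounds are titrated up to 77 uM against 4 nM human enzyme. Substrate 4-methylumbelliferyl-alpha-D-pyranoside (400 uM) reacts 20 min at room temperature in pH 5.0 buffer; liberated 4-methylumbelliferone is read at 440 nm.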
* = called active by the depositor; i = inactive; ? = inconclusive; . = not tested or not shown; & = joins results of further samples; [ ] = another dose, or the depositor's remark. Unless noted, calls follow the shape of the dose curve; as a rule, active = well fitted curve in the direction sought with a large enough effect; inconclusive = small, poorly fitted or top-dose-only effect, or another doubt; inactive = no such curve, though single readings can be large; an effect the other way counts as inactive or inconclusive. Unless noted, % is scaled to controls: 0 for no effect and ±100 for the full control effect; potency is read from the fitted curve at half-maximal effect.

smiles | L3MBTL1 inh | TR SRC2 fluor cs | GoLoco inh red | aGlu spleen mod | RECQ1 inh | GAA glycogen | TRb SRC2 PPI | GAA inh
CCc1ccc(C2C(C#N)=C(N)OC3=C2C(=O)CCC3)s1 (stereo not drawn) | 1% | 1% | 12% | -8% | i | -5% | 1% | -18%
CCOc1ccc(-c2nnc3ccc(SCC(=O)Nc4nc5ccccc5s4)nn23)cc1 | 3% | ? | 10% | 3% | -9% | 3% | -6% | -2%
FC(F)(F)c1cnc(COc2ccc(Cl)cc2Cl)c(Cl)c1 | . | -2% | 12% | -4% | 7% | -1% | -5% | .
O=C(c1ccc(Cl)c([N+](=O)[O-])c1)N1CCN(C(=O)c2ccco2)CC1 | . | 1% | 2% | -1% | -6% | 6% | 2% | 3%
O=C(O)COc1ccc(Br)cc1/C=N/O | ? | 1% | 1% | -1% | -22% | 1% | 7% | -10%
COc1ccc(/C=C(\C#N)C(=O)OCC(=O)NC(=O)NCCC(C)C)cc1 | 8% | 2% | 6% | -3% | i | 4% | 1% | 4%
O=C(OCc1nc2scc(-c3ccccc3)c2c(=O)[nH]1)c1cccc([N+](=O)[O-])c1 | -5% | -4% | . | -4% | -9% | -7% | -5% | 0%
O=C(CC(Cc1ccccc1)c1ccco1)NC1CCCCC1 (stereo not drawn) | . | -2% | 7% | 0% | -5% | -20% | -3% | -4%
COc1cc(C2C(C(C)=O)=C(O)C(=O)N2CCc2ccc(OC)c(OC)c2)ccc1O (stereo not drawn) | 1% | 1% | -5% | -1% | i | -21% | 3% | -15%
COc1ccc(C2/C=C\CN(S(=O)(=O)c3cccc4cccnc34)CC(=O)N2Cc2ccc(F)cc2)cc1 (stereo not drawn) | . | 1%&-3% | -2% | -7%&-10% | -14%&0% | -2% | 7%&-9% | .
COc1ccc(N2CCCCn3c2nc2c3c(=O)[nH]c(=O)n2C)cc1 | 4% | -1% | 5% | -8% | 2% | -6% | 4% | -7%
C#CC1(O)CC(C)NCC1(C)CCC#N (stereo not drawn) | . | -2% | 6% | 2% | -2% | 4% | 3% | -1%
Cc1ccccc1Oc1ccc(NC(=O)C2CC=CCC2C(=O)O)cc1 (stereo not drawn) | 4% | -1% | -6% | 4% | i | -5% | 5% | -4%
CCc1nc2ccccc2n1CCC(=O)O | 6% | -2% | 5% | -2% | -1% | -1% | -11% | 8%
Cc1c(N2C(=O)CSC2c2ccccc2)c(=O)n(-c2ccccc2)n1C (stereo not drawn) | -1% | -1% | -1% | 4% | 4% | 1% | -6% | .
CCC1CCCCN1CCCNC(=O)c1cn(CC)c2ccc(S(=O)(=O)N3CCc4ccccc4C3)cc2c1=O (stereo not drawn) | . | 4% | 5% | -4% | -6% | -9% | 2% | -4%
CCCCC/C=C\C/C=C\C/C=C\C=C\C1CCCC(=O)O1 (stereo not drawn) | . | -1% | 1% | 4% | 4% | . | -5% | .
O=C(NC1(C(F)(F)F)NC(=O)N(C2CCCCC2)C1=O)c1cccs1 (stereo not drawn) | 0% | -5% | -3% | 1% | i | 0% | -20% | -3%
O=C(Cc1cccs1)Nc1ccc(C(=O)O)cc1 | -6% | -2% | 1% | 5% | 23% | 3% | -18% | -6%
Clc1ccccc1Cn1nnc(-c2cccs2)n1 | -17%[11.4 µM] | 1% | 20% | -4% | i | -14% | -4% | -9%
Cc1ccc(Oc2ccc3c(c2)C(=O)N(c2cccc4cccnc24)C3=O)cc1 | 1% | 3% | -1% | 2% | -2% | 0% | -2% | ?
Fc1ccc(/C=N/n2cnn(Cc3ccccc3Cl)c2=S)cc1 | 9% | -4% | 0% | -6% | -1% | -6% | -4% | -4%
CCc1nnc(NC(=O)CSc2nnc(C)n2Cc2ccccc2)s1 | -14% | 2% | 2% | 3% | i | 3% | -10% | -1%
CSC1=NCCN1C(=O)c1ccc(S(=O)(=O)N2CCOCC2)cc1 | . | 1% | 1% | 14% | -2% | 2% | -15% | -11%
COc1ccc(OC)c(S(=O)(=O)NC(N)=NCCc2ccccc2OC)c1 | . | -2% | 1% | 5% | -6% | 10% | 0% | -3%
COc1cc([N+](=O)[O-])cc2sc(NC(=O)c3c(F)cccc3F)nc12 | -6% | 0% | -21% | . | 5% | -10% | -13% | -13%
COC(=O)CC1SC(=O)NC1=O (stereo not drawn) | . | -4% | 7% | -8% | -17% | -16% | -1% | -4%
CC(=O)N1N=C(c2ccc3ccccc3c2)OC1(C)C | 1% | -4% | 4% | 10% | -1% | -1% | 3% | 10%
COc1cc(C(=O)O)cc(NC(=O)c2cccs2)c1OC | -3% | -1% | 1% | 3% | 15% | 1% | 2% | 3%
CN=c1sc2ccccc2n1CC(O)c1ccccc1 (stereo not drawn) | 10% | 0%[53 µM] | -5% | -2% | 3% | 15% | -2%[53 µM] | 4%

4 records picked at random from the list so far, as already listed:
smiles | L3MBTL1 inh | TR SRC2 fluor cs | GoLoco inh red | aGlu spleen mod | RECQ1 inh | GAA glycogen | TRb SRC2 PPI | GAA inh
COc1ccc(OC)c(S(=O)(=O)NC(N)=NCCc2ccccc2OC)c1 | . | -2% | 1% | 5% | -6% | 10% | 0% | -3%
COc1cc(C(=O)O)cc(NC(=O)c2cccs2)c1OC | -3% | -1% | 1% | 3% | 15% | 1% | 2% | 3%
CC(=O)N1N=C(c2ccc3ccccc3c2)OC1(C)C | 1% | -4% | 4% | 10% | -1% | -1% | 3% | 10%
COc1cc([N+](=O)[O-])cc2sc(NC(=O)c3c(F)cccc3F)nc12 | -6% | 0% | -21% | . | 5% | -10% | -13% | -13%

Going on with the list.
smiles | L3MBTL1 inh | TR SRC2 fluor cs | GoLoco inh red | aGlu spleen mod | RECQ1 inh | GAA glycogen | TRb SRC2 PPI | GAA inh
CCc1cc2cc(C)cc(C)c2nc1SCC(=O)N1CCCC1 | -7% | -8% | -3% | -4% | -1% | 2% | -2% | 3%
CC(C)OCC(O)CCc1n[nH]c(=S)n1-c1ccccc1 (stereo not drawn) | 1% | -8% | -11% | -12% | -14% | -4% | -4% | 3%
COc1ccc(S(=O)(=O)N2CCOCC2)c(C)c1C | 5% | -4% | 4% | 0% | -1% | -3% | -4% | 2%
Cc1ccccc1NC(=S)NCc1cccs1 | . | -2% | -1% | -1% | -7% | 3% | -5% | -4%
CCOc1ccc(NC(=O)CN(C)CC(=O)Nc2ccccc2SC)cc1OCC | -11% | -1% | 8% | -6% | -1% | 9% | -7% | 6%
O=C(CNC(=S)NC(=O)c1ccccc1Br)c1ccccc1 | . | -3% | 4% | 2% | -6% | 8% | -9% | -3%
O=C(Cc1nn[nH]n1)NCCC1=CCCCC1 | 5% | 1% | 7% | -5% | -7% | -9% | 1% | 1%
CC(c1ccco1)N(C(=O)COc1ccc(Cl)cc1)c1ccccn1 (stereo not drawn) | . | 1% | 2% | -12% | 13% | -1% | -4% | -4%
CCCc1nc2c(nnn2Cc2ccccc2Cl)c(=O)[nH]1 | 10% | 0% | 1% | 7% | 7% | 15% | 10% | -8%
CCSc1nnc([C@@H](NC(=O)OC(C)(C)C)C(C)C)o1 | 0% | -7% | 4% | 3% | -6% | 4% | -5% | .

Single entries from the entries so far.
Under aGlu spleen mod, `COc1cc(C(=O)O)cc(NC(=O)c2cccs2)c1OC` has the entry 3%
Under GAA glycogen, `C#CC1(O)CC(C)NCC1(C)CCC#N` (stereo not drawn) has the entry 4%
Under GoLoco inh red, `CCOc1ccc(-c2nnc3ccc(SCC(=O)Nc4nc5ccccc5s4)nn23)cc1` has the entry 10%
Under L3MBTL1 inh, `O=C(Cc1nn[nH]n1)NCCC1=CCCCC1` has the entry 5%
Under GoLoco inh red, `Cc1c(N2C(=O)CSC2c2ccccc2)c(=O)n(-c2ccccc2)n1C` (stereo not drawn) has the entry -1%
Under RECQ1 inh, `CCOc1ccc(NC(=O)CN(C)CC(=O)Nc2ccccc2SC)cc1OCC` has the entry -1%
Under GoLoco inh red, `COc1ccc(/C=C(\C#N)C(=O)OCC(=O)NC(=O)NCCC(C)C)cc1` has the entry 6%

(more compounds)
smiles | L3MBTL1 inh | TR SRC2 fluor cs | GoLoco inh red | aGlu spleen mod | RECQ1 inh | GAA glycogen | TRb SRC2 PPI | GAA inh
O=C(NC1CC2CCC(C1)N2Cc1ccco1)c1ccccc1 (stereo not drawn) | 1% | 0% | -3% | -2% | 0% | 6% | -7% | -3%
CC(=O)CSc1ccc(C(=O)O)cn1 | 11% | -7% | -2% | -2% | -4% | -1% | -1% | 5%
CCOC(=O)N1CCN(c2ncnc3nc[nH]c23)CC1 | -7% | -3% | 5% | 0% | -14% | 1% | -2% | -3%
COc1ccc(C(=O)/C=C/c2cn(CN3CCN(C)CC3)c3ccccc23)cc1 | . | -5% | -3% | 0% | -5% | -17% | 1% | -3%
COCCNC(=O)C(c1ccc(Cl)cc1)N(CCOC)C(=O)CCC(=O)Nc1nccs1 (stereo not drawn) | 1% | -1% | 12% | 0% | i | 0% | -2% | ?

An excerpt; count on the stated rates, not on these rows.
